High-throughput results from PubChem BioAssay.
APP transl inh – APP translation inhibition; AID 1285; SH-SY5Y APP 5'UTR-luciferase reporter, luminescence; hit rate 0.82% among 190,000; inhibition, % at 2 µM;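 active means inhibition above a set limit, derived from the sample mean plus 3 SD, cut at about 45% in these data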; further: values of inactives mirror those of a sister screen read the other way
STAT1 act – activators of IFN-gamma induced STAT1 signaling; NIH 3T3 STAT1-luciferase reporter, luminescence; 100% = IFN-gamma alone, no compound; activation (% of control), % at 5.5 µM; hit rate 2.6% among 200,000;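 active means activation above the screen-wide mean activation plus 3 SD, cut at about 130% in these data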;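 further: raw ratio to IFN-gamma control signal so 100% means no change and 0% no light; values of inactives mirror those of a sister screen read the other way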
Diaph act CS – counter-screen for diaphorase-based assays: diaphorase activators and chemical reducers | Diaphorase/resazurin coupled assay, resorufin fluorescence, 16 min; hits give high values; 1 = vehicle wells, 0 = NADH-free wells | activation factor at 20 µM | hit rate 0.005% among 190,000;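 active means diaphorase activity raised at least twofold by the compound at 20 µM; inactive means activation factor below 2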
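Material: purified diaphorase enzyme from Clostridium kluyveri; Also added: 0.114 mM NADH and 0.1 mM resazurin, final amounts; Doses: single compound dose of 20 µM, 1% DMSO final; Times: 16 min enzyme reaction, ambient temperature; Detection: resorufin fluorescence, excitation 544 nm, emission 590 nm; Measure: increased resorufin signal from activators or reducing compounds.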
NF-kB expr up – NF-kB expression increase, human neuronal cells. NF-kB reporter expression; hits give high values. fold change at 12.5 µM. hit rate 1.6% among 190,000. AID 1239; in the data active means fold change above about 3.3
FLuc act counter – affects firefly luciferase, flagging false hits in luciferase stimulation screens; P08659; ATPlite luciferase biochemical, luminescence, 10 min; 0 = ATP-free wells, 1 = DMSO control; activation factor at 10 µM; 200,000 tested, under 10 active;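 active means luciferase activation factor, scaled between plate controls, of at least 2 with compound at 10 µM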
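Assay system: Luciferase/luciferin detection reagent, cell-free biochemical luciferase assay / Read-out: luciferase activation / Benchmarks: No-ATP low control, compound-free enzyme-plus-ATP high control / Medium: PBS buffer for ATP / Detection: luminescence measurement of luciferase light output / Schedule: 10 min at ambient temperature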
Diaph inh CS – counter-screen for diaphorase-based assays: diaphorase inhibitors and chemical oxidizers; diaphorase resazurin-to-resorufin fluorescence, NADH, 16 min; bacterial (C. kluyveri) enzyme, not human; inhibition, % at 20 µM; hit rate 0.69% among 190,000; AID 1217;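 active means primary screen inhibition at 20 µM above a set limit, cut at about 50% in these data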;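 further: plate controls were DMSO with full reaction for no effect and wells lacking NADH for full effect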
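Test system: Clostridium kluyveri diaphorase enzyme / Quantity: diaphorase at 0.14 U/mL in enzyme working solution / Incubation: 16-min room-temperature incubation before reading / Benchmarks: NADH-free wells as positive control, DMSO-only neutral wells / Signal: resorufin fluorescence 544/590 nm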
TLR4-MyD88 BLA – blocks binding of human TLR4 to MyD88; HeLa CL3-4 TLR4/MyD88 BLA complementation, FRET ratio; hit rate 0.18% among 200,000; inhibition, % at 8.4 µM; AID 861; in the data active means inhibition above about 25%;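 further: 0% = vehicle and 100% = reference inhibitor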
Target sequence (O00206 whole entry, looked up): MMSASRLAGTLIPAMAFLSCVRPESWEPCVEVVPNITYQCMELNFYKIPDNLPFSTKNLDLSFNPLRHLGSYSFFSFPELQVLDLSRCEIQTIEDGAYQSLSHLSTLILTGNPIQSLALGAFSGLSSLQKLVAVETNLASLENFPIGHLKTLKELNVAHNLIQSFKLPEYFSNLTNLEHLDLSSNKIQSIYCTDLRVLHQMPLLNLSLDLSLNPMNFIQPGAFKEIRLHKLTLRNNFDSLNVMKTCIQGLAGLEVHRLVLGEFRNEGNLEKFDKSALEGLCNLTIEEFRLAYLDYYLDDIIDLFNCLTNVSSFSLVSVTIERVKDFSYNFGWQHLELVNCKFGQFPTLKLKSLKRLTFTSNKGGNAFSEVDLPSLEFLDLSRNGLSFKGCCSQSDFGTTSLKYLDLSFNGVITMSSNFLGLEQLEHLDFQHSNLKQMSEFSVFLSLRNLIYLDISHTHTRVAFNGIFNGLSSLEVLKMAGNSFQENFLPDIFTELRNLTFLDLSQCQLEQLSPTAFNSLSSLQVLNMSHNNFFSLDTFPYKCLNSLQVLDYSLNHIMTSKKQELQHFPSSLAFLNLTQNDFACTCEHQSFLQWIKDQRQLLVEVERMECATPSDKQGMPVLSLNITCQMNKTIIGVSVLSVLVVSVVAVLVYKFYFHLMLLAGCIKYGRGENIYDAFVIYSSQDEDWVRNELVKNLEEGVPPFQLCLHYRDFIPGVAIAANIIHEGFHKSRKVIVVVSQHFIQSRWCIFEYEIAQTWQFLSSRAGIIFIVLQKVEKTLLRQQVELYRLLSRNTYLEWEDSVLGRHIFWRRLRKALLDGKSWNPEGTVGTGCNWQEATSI
Target sequence (Q99836 whole entry, looked up): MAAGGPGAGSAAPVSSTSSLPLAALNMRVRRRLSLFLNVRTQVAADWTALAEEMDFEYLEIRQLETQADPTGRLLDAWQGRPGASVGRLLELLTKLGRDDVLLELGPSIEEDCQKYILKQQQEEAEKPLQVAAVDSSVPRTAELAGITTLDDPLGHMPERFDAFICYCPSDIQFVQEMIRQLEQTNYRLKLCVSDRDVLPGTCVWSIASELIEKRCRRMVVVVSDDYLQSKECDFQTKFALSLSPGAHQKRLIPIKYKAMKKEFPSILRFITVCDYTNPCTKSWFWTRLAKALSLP
G6PDH counter – inhibits Leuconostoc G6PDH, flagging false hits in G6PDH-based assays. Purified L. mesenteroides G6PDH, diaphorase/resazurin coupled fluorescence, 45 min. inhibition, % at 5 µM. hit rate 0.12% among 200,000; in the data active means inhibition above about 50%
FLuc inhib CS – counter-screen for luciferase assay inhibitors: firefly luciferase inhibition; ATPLite firefly luciferase biochemical luminescence, 10 min; P08659; inhibition, % at 10 µM; hit rate 1.5% among 200,000;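 active means inhibition above about 50% when tested at 10 µM, limit read from the data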
APP 5'UTR act – activates APP 5'UTR luciferase reporter; SH-SY5Y APP 5'UTR luciferase reporter, luminescence; zero percent = DMSO vehicle wells; hit rate 1% among 190,000; activation, % at 2 µM;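 active means activation above a set limit, based on mean plus 3 SD of controls, cut at about 140% in these data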; further: values of inactives mirror those of a sister screen read the other way
* = called active by the depositor. No enrichment for hits. About 5.6% of those tested had a hit in this group.

What do the screens show for `CCOc1ccc(-c2nc(-c3cccnc3)no2)cc1`?
APP transl inh: -129; STAT1 act: 140*; Diaph act CS: 0.8; NF-kB expr up: 6.8*; FLuc act counter: 0.3; Diaph inh CS: 15; TLR4-MyD88 BLA: 5; G6PDH counter: 3; FLuc inhib CS: 71*; APP 5'UTR act: 129

Results for O=C(CSc1nnnn1-c1ccc2c(c1)OCO2)NCc1cccs1 ?
APP transl inh: -12; STAT1 act: 88; Diaph act CS: 1; NF-kB expr up: 1.5; FLuc act counter: 0.9; Diaph inh CS: 2; TLR4-MyD88 BLA: -6; G6PDH counter: 16; FLuc inhib CS: 6; APP 5'UTR act: 12

Results for COc1cc([N+](=O)[O-])ccc1NC(=O)NCc1ccco1 ?
APP transl inh: -6; STAT1 act: 93; Diaph act CS: 0.9; NF-kB expr up: 1.4; FLuc act counter: 1; Diaph inh CS: 13; TLR4-MyD88 BLA: -9; G6PDH counter: -4; FLuc inhib CS: 3; APP 5'UTR act: 6

How did CCc1ccc(OCC(=O)NC(=S)Nc2ccc(C(C)=O)cc2)c(Br)c1 do in these assays?
APP transl inh: -8; STAT1 act: 103; Diaph act CS: 1; NF-kB expr up: 0.96; FLuc act counter: 1.1; Diaph inh CS: 2; TLR4-MyD88 BLA: 6; G6PDH counter: -1; FLuc inhib CS: -5; APP 5'UTR act: 8

How did O=C(OCC1OC2C(Oc3nc(=O)ccn32)C1O)c1ccccc1 (stereo not drawn) do in these assays?
APP transl inh: -10; STAT1 act: 103; Diaph act CS: 1; NF-kB expr up: 1.3; FLuc act counter: 1.1; Diaph inh CS: 0; TLR4-MyD88 BLA: 3; G6PDH counter: 4; FLuc inhib CS: -6; APP 5'UTR act: 10

How did O=c1[nH]c2cc3c(cc2cc1C(c1nnnn1CC1CCCO1)N1CCCC1)OCO3 (stereo not drawn) do in these assays?
APP transl inh: -2; STAT1 act: 95; Diaph act CS: 0.9; NF-kB expr up: 1.2; FLuc act counter: 1.1; Diaph inh CS: 8; TLR4-MyD88 BLA: 11; G6PDH counter: 16; FLuc inhib CS: -8; APP 5'UTR act: 2

Results for CS(=O)(=O)Nc1ccc(S(=O)(=O)NC2CCCCC2)cc1 ?
APP transl inh: -15; STAT1 act: 98; Diaph act CS: 1.2; NF-kB expr up: 1.2; FLuc act counter: 1; Diaph inh CS: -17; TLR4-MyD88 BLA: -4; G6PDH counter: 2; FLuc inhib CS: 3; APP 5'UTR act: 15

How did Cc1ccc(/C=C2/CCc3c([nH]c4ccccc34)C2=O)cc1 do in these assays?
APP transl inh: -156; STAT1 act: 161*; Diaph act CS: 1; NF-kB expr up: 2.5; FLuc act counter: 0.6; Diaph inh CS: -1; TLR4-MyD88 BLA: 7; G6PDH counter: 4; FLuc inhib CS: 44; APP 5'UTR act: 156*

What do the screens show for `CCc1ccc(-n2c(C)cc(/C=N/NC(=O)OC)c2C)cc1`?
APP transl inh: -2; STAT1 act: 89; Diaph act CS: 1; NF-kB expr up: 1; FLuc act counter: 1; Diaph inh CS: 0; TLR4-MyD88 BLA: 6; G6PDH counter: -9; FLuc inhib CS: 5; APP 5'UTR act: 2

What do the screens show for `COC(=O)C1=C(C)NC(C)=C(C(=O)OC)C1c1ccc2ccccc2n1`?
STAT1 act: 98; Diaph act CS: 0.8; NF-kB expr up: 0.93; FLuc act counter: 1; Diaph inh CS: 19; TLR4-MyD88 BLA: 8; G6PDH counter: 0; FLuc inhib CS: -5

What do the screens show for `O=C(Nc1ccc(F)cc1F)NC1CC(=O)N(Cc2ccccc2)C1` (stereo not drawn)?
APP transl inh: -1; STAT1 act: 105; Diaph act CS: 1; NF-kB expr up: 1.1; FLuc act counter: 1.1; Diaph inh CS: 3; TLR4-MyD88 BLA: 2; G6PDH counter: 4; FLuc inhib CS: -7; APP 5'UTR act: 1

Results for COc1ccc(C(C#N)Nc2ccccc2OC)cc1 (stereo not drawn) ?
APP transl inh: 5; STAT1 act: 107; Diaph act CS: 0.8; NF-kB expr up: 1.2; FLuc act counter: 1; Diaph inh CS: 22; TLR4-MyD88 BLA: -5; G6PDH counter: 7; FLuc inhib CS: -2; APP 5'UTR act: -5

Results for Cc1csc(SC(C)C(=O)NCC2CCCCC2)n1 (stereo not drawn) ?
APP transl inh: 0; STAT1 act: 90; Diaph act CS: 0.9; NF-kB expr up: 1.5; FLuc act counter: 1; Diaph inh CS: 9; TLR4-MyD88 BLA: -4; G6PDH counter: 11; FLuc inhib CS: -1; APP 5'UTR act: 0

What do the screens show for `COc1ccc(-n2c(Cc3cccn3C)nnc2SCC(=O)N2CCC(C)CC2)cc1`?
APP transl inh: -20; STAT1 act: 105; Diaph act CS: 0.9; NF-kB expr up: 0.91; FLuc act counter: 1; Diaph inh CS: 9; TLR4-MyD88 BLA: 9; G6PDH counter: -10; FLuc inhib CS: -2; APP 5'UTR act: 20

Results for CC1CCN(C(=O)CSc2nnc(CNC(=O)COc3ccc(Cl)cc3)o2)CC1 ?
APP transl inh: 13; STAT1 act: 100; Diaph act CS: 0.8; NF-kB expr up: 1.2; FLuc act counter: 1; Diaph inh CS: 18; TLR4-MyD88 BLA: 6; G6PDH counter: 1; FLuc inhib CS: -2; APP 5'UTR act: -13

Results for Cc1nccn1S(=O)(=O)c1cc([N+](=O)[O-])ccc1Cl ?
APP transl inh: 0; STAT1 act: 102; Diaph act CS: 1.1; NF-kB expr up: 0.98; FLuc act counter: 1.1; Diaph inh CS: -7; TLR4-MyD88 BLA: -15; G6PDH counter: -18; FLuc inhib CS: -10; APP 5'UTR act: 0

What do the screens show for `C/C(=N\N=C(/N)SC1CC(=O)N(c2ccccc2)C1=O)c1cccs1` (stereo not drawn)?
APP transl inh: 8; STAT1 act: 101; Diaph act CS: 0.8; NF-kB expr up: 1; FLuc act counter: 1; Diaph inh CS: 19; TLR4-MyD88 BLA: 14; G6PDH counter: 4; FLuc inhib CS: -4; APP 5'UTR act: -7

What do the screens show for `Cc1ccc2c(c1)N(CCCC(=O)NCCC1=CCCCC1)C(=O)CO2`?
APP transl inh: 4; STAT1 act: 96; Diaph act CS: 0.8; NF-kB expr up: 1.7; FLuc act counter: 1; Diaph inh CS: 17; TLR4-MyD88 BLA: 3; G6PDH counter: 7; FLuc inhib CS: -5; APP 5'UTR act: -4

Results for CC1CC(CC(C)C(=O)Nc2nncs2)C(=O)O1 (stereo not drawn) ?
APP transl inh: 5; STAT1 act: 101; Diaph act CS: 1.1; NF-kB expr up: 1.2; FLuc act counter: 1; Diaph inh CS: -10; TLR4-MyD88 BLA: -2; G6PDH counter: 6; FLuc inhib CS: -5; APP 5'UTR act: -5

What do the screens show for `O=C(NN1C(=O)c2cc(Br)ccc2NC1c1ccccc1Cl)c1ccncc1` (stereo not drawn)?
APP transl inh: 7; STAT1 act: 97; Diaph act CS: 1.1; NF-kB expr up: 1.3; FLuc act counter: 1; Diaph inh CS: -6; TLR4-MyD88 BLA: -20; G6PDH counter: 1; FLuc inhib CS: 1; APP 5'UTR act: -7

What do the screens show for `C(#Cc1ccc(C#CCN2CCCC2)cc1)CN1CCCC1`?
APP transl inh: -2; STAT1 act: 94; Diaph act CS: 1; NF-kB expr up: 0.96; FLuc act counter: 1.1; Diaph inh CS: -3; TLR4-MyD88 BLA: 17; G6PDH counter: -9; FLuc inhib CS: -8; APP 5'UTR act: 2

Results for CC(C)C(NC(=O)c1ccccc1)C(=O)NCc1ccccn1 (stereo not drawn) ?
APP transl inh: 21; STAT1 act: 101; Diaph act CS: 1; NF-kB expr up: 1.1; FLuc act counter: 1.1; Diaph inh CS: 3; TLR4-MyD88 BLA: 6; G6PDH counter: 6; FLuc inhib CS: -6; APP 5'UTR act: -21

Results for COc1ccc(-c2cnnc(N/N=C/C(C)=C/c3ccccc3)n2)cc1 ?
APP transl inh: -5; STAT1 act: 101; Diaph act CS: 0.7; NF-kB expr up: 1.1; FLuc act counter: 1; Diaph inh CS: 28; TLR4-MyD88 BLA: -7; G6PDH counter: -72; FLuc inhib CS: -2; APP 5'UTR act: 5

What do the screens show for `O=C(CSc1nc2c(sc3ccccc32)c(=O)n1CCCN1CCOCC1)NC1CCCC1`?
APP transl inh: 5; STAT1 act: 100; Diaph act CS: 0.8; NF-kB expr up: 0.74; FLuc act counter: 1; Diaph inh CS: 23; TLR4-MyD88 BLA: 9; G6PDH counter: 4; FLuc inhib CS: -4; APP 5'UTR act: -5

Results for O=C(Nc1ccccn1)c1cccnc1 ?
APP transl inh: 3; STAT1 act: 98; Diaph act CS: 0.9; NF-kB expr up: 1.2; FLuc act counter: 1.1; Diaph inh CS: 6; TLR4-MyD88 BLA: -6; G6PDH counter: 7; FLuc inhib CS: -8; APP 5'UTR act: -3

What do the screens show for `CCOc1ccccc1NC(=S)N1C2CCC1CC(NC(=O)NC13CC4CC(CC(C4)C1)C3)C2` (stereo not drawn)?
APP transl inh: -17; STAT1 act: 94; Diaph act CS: 0.9; NF-kB expr up: 1; FLuc act counter: 1; Diaph inh CS: 8; TLR4-MyD88 BLA: -4; G6PDH counter: -2; FLuc inhib CS: -2; APP 5'UTR act: 17

Results for COc1ccc(-n2cnc3sc(-c4ccccc4)cc3c2=O)cc1 ?
APP transl inh: -120; STAT1 act: 149*; Diaph act CS: 1; NF-kB expr up: 3.5*; FLuc act counter: 0.9; Diaph inh CS: 0; TLR4-MyD88 BLA: -10; G6PDH counter: 9; FLuc inhib CS: 5; APP 5'UTR act: 120

What do the screens show for `O=C(CC(=O)N/N=C/c1ccccc1)NCc1ccccc1`?
APP transl inh: 13; STAT1 act: 93; Diaph act CS: 0.9; NF-kB expr up: 1; FLuc act counter: 1; Diaph inh CS: 9; TLR4-MyD88 BLA: 0; G6PDH counter: 4; FLuc inhib CS: -4; APP 5'UTR act: -13

Among those listed so far, 3 contain a Cl atom:
Results for CC1CCN(C(=O)CSc2nnc(CNC(=O)COc3ccc(Cl)cc3)o2)CC1 ?
APP transl inh: 13; STAT1 act: 100; Diaph act CS: 0.8; NF-kB expr up: 1.2; FLuc act counter: 1; Diaph inh CS: 18; TLR4-MyD88 BLA: 6; G6PDH counter: 1; FLuc inhib CS: -2; APP 5'UTR act: -13

Results for Cc1nccn1S(=O)(=O)c1cc([N+](=O)[O-])ccc1Cl ?
APP transl inh: 0; STAT1 act: 102; Diaph act CS: 1.1; NF-kB expr up: 0.98; FLuc act counter: 1.1; Diaph inh CS: -7; TLR4-MyD88 BLA: -15; G6PDH counter: -18; FLuc inhib CS: -10; APP 5'UTR act: 0

What do the screens show for `O=C(NN1C(=O)c2cc(Br)ccc2NC1c1ccccc1Cl)c1ccncc1` (stereo not drawn)?
APP transl inh: 7; STAT1 act: 97; Diaph act CS: 1.1; NF-kB expr up: 1.3; FLuc act counter: 1; Diaph inh CS: -6; TLR4-MyD88 BLA: -20; G6PDH counter: 1; FLuc inhib CS: 1; APP 5'UTR act: -7
